Anesthetic bind: binds horse apoferritin like a general anesthetic; P02791; apoferritin/1-aminoanthracene competitive binding, fluorescence; Potency, µM (doses to about 77.5 µM), for the others: top-dose activity change, negative = displacement, hits mostly inhibitors; hit rate 0.074% among 350,000; AID 485281; active = well fitted inhibition curve with a large enough effect; inconclusive = small, poorly fitted or top-dose-only effect; inactive = no such curve, though single readings can be large or run the other way; also: nearly all actives have a fitted effect of over 20% in size
Target sequence (P02791 2-175 limits assumed): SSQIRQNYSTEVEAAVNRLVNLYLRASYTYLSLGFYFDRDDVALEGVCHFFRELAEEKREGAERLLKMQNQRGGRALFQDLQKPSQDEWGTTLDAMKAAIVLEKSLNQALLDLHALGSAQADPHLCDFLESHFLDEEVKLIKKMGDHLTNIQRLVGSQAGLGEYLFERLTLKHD
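Probe: 1-aminoanthracene (50% saturated, PBS). Protein: horse-spleen apoferritin, 10 uM. Incubation: 10 min, room temperature. Detection: 380 nm excitation, 535 nm emission. Analysis: normalized response, four-parameter Hill.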
* hit, by the source's call; & = joins results of further samples; [ ] = another dose, or the depositor's remark. % is scaled to controls: 0 for no effect and ±100 for the full control effect; potency is read from the fitted curve at half-maximal effect. A portion of the library; count on the stated rates, not on these rows.

c1ccc2c(Nc3ccncc3)nc(-c3ccc4c(c3)OCO4)nc2c1 was read as Anesthetic bind -4%.
`CC(C)=NOCc1ccc(-c2cn([C@@H]3COC[C@@H]3O)nn2)cc1` gave Anesthetic bind 9%[15.3 µM].
CCOC(=O)C[C@@H](C(=O)OCC)[C@@H]1CCCCC1=O was read as Anesthetic bind -5%[15.3 µM].
N#Cc1cc2c(OCC(O)CN3CCN(C(c4ccccc4)c4ccccc4)CC3)cccc2[nH]1 (configuration not stated) was read as Anesthetic bind 0%&4%.
Screening COC(=O)[C@@]1(Cc2ccccc2)[C@H]2c3cc(C(=O)N4CCCC4)n(C)c3C[C@H]2CN1C(=O)c1ccccc1 returned Anesthetic bind -12%.
`CC[C@H](C)[C@H](NC(=O)[C@H](C)NC(=O)[C@@H](N)C(C)C)C(=O)N[C@H](C(=O)N[C@H](C(=O)N[C@@H](CC(C)C)C(=O)N[C@H](C(=O)N[C@@H](CCCCN)C(=O)O)C(C)C)C(C)C)[C@@H](C)O` gave Anesthetic bind -9%.
Screening CCOC(=O)C1=C[C@@]2(CC)CCCN3CCc4c(n1c1ccccc41)[C@H]32 returned Anesthetic bind -13%[29.3 µM].
Cc1cccc(CNc2nc(-c3ccoc3)nc3ccccc23)c1 was read as Anesthetic bind -22%.
`CC1(C)OC2C(CO)OC(n3cnc4c(=O)[nH]cnc43)C2O1` (configuration not stated) gave Anesthetic bind -1%.
COC(=O)c1ccc(C(NC(=O)OCc2ccccc2)/C(=C/[C@@H](C)C(=O)NCc2cc(F)cc(F)c2)c2cccnc2)cc1 (some centres not stated) was read as Anesthetic bind -2%.
Screening CSCC[C@H](NC(=O)[C@H](CC(C)C)NC(=O)CNC(=O)[C@@H]1CCCN1C(=O)[C@H](Cc1ccccc1)NC(=O)[C@H](Cc1ccccc1)NC(=O)[C@H](CC(=O)O)NC(=O)[C@H](Cc1cnc[nH]1)NC(=O)[C@H](CCSC)NC(=O)[C@@H](N)CC(=O)O)C(N)=O returned Anesthetic bind -2%.
`CCCNC(=O)OC[C@@H]1O[C@H](CCO/N=C\[C@@H](C)[C@H](OCc2ccccc2)C(C)C)C=C[C@@H]1Oc1ccc(OC)cc1` gave Anesthetic bind -10%[15.3 µM].

Nothing new here: an excerpt of the list.
Screening CSCC[C@H](NC(=O)[C@H](CC(C)C)NC(=O)CNC(=O)[C@@H]1CCCN1C(=O)[C@H](Cc1ccccc1)NC(=O)[C@H](Cc1ccccc1)NC(=O)[C@H](CC(=O)O)NC(=O)[C@H](Cc1cnc[nH]1)NC(=O)[C@H](CCSC)NC(=O)[C@@H](N)CC(=O)O)C(N)=O returned Anesthetic bind -2%.
`CCCNC(=O)OC[C@@H]1O[C@H](CCO/N=C\[C@@H](C)[C@H](OCc2ccccc2)C(C)C)C=C[C@@H]1Oc1ccc(OC)cc1` gave Anesthetic bind -10%[15.3 µM].

Later entries:
For CC[C@H](C)[C@H](NC(=O)[C@H](CO)NC(=O)[C@@H](NC(=O)[C@H](CO)NC(=O)[C@@H](NC(=O)[C@H](CC(N)=O)NC(=O)[C@H](Cc1ccccc1)NC(=O)[C@H](CO)NC(=O)[C@H](CS)NC(=O)[C@H](CC(N)=O)NC(=O)[C@H](CCCCN)NC(=O)[C@@H](NC(=O)[C@H](CCC(=O)O)NC(=O)CN)[C@@H](C)CC)[C@@H](C)CC)[C@@H](C)O)C(=O)N[C@@H](CCCN=C(N)N)C(=O)O the results were Anesthetic bind -10%.
For C=C1CCN(C(C)C(=O)OCc2cccc(C)c2)S(=O)(=O)c2ccccc21 (configuration not stated) the results were Anesthetic bind 52%[activator].
For Cc1cn(C2CC3OCC(NC(=O)C4CCCN4C(=O)OC(C)(C)C)C3O2)c(=O)[nH]c1=O (configuration not stated) the results were Anesthetic bind 0%.
`COc1ccc(O[C@H]2C=C[C@@H](c3ccccc3)O[C@H]2CO/N=C2/c3cc(OC)ccc3O[C@@H](c3cccc(OC)c3)[C@H]2O)cc1` gave Anesthetic bind -11%[15.3 µM].
For CCOc1cc(/C=C(\C#N)C(N)=O)cc(CSc2ccccc2)c1O the results were Anesthetic bind -4%.
For COC(=O)C1=C(C)N(Cc2ccccc2)[C@]23O[C@](C(=O)OC)(C(=O)N2C1c1ccccc1)C(c1ccccc1)C3C(=O)c1ccccc1 (some centres not stated) the results were Anesthetic bind -21%&-10%[15.3 µM].
`CO/N=C(\C(=O)N[C@@H]1C(=O)N2C(C(=O)O)=C(COC(N)=O)CS[C@@H]12)c1ccco1` gave Anesthetic bind 5%[29.3 µM].
C#CCCCO/N=C1/C[C@@H](O)[C@@H](O)[C@@H]2[C@@H]3C(=O)N(C[C@@H]4CCCO4)C(=O)[C@H]3CC[C@@H]12 was read as Anesthetic bind -11%[15.3 µM].
`O=c1cc(-c2cccc(F)c2)[nH]c2ccc(Cl)cc12` gave Anesthetic bind -7%[163 µM].
Screening Cc1cccc(CNc2ncnc3ccc(-c4cccc(NS(C)(=O)=O)c4)cc23)c1 returned Anesthetic bind -21%.
`COC(=O)c1ccc(C(NC(=O)OCc2ccccc2)/C(F)=C/[C@@H](C)C(=O)NCc2cccnc2)cc1` (some centres not stated) gave Anesthetic bind -20%.
CC(C)=CCCC(C)C1CC[C@@]2(C)C3=C(CC[C@@]12C)C1(C)CCC(O)C(C)(C)C1CC3 (some centres not stated) was read as Anesthetic bind -18%.
Screening CCOC(=O)CCN1C(=O)[C@H]2[C@H]3[C@H](O)[C@H](O)C/C(=N/OC/C=C(\C)CCC=C(C)C)[C@H]3CC[C@@H]2C1=O returned Anesthetic bind -3%[15.3 µM].
Screening COC(=O)c1ccc(C(NC(=O)OCc2ccccc2)/C(=C/[C@@H](C)C(=O)Nc2ccc(OC)cc2)c2cccnc2)cc1 (some centres not stated) returned Anesthetic bind -14%.
For C#C[C@]1(OC(C)=O)CC[C@H]2[C@@H]3CCC4=CC(=O)CC[C@@H]4[C@H]3CC[C@@]21C the results were Anesthetic bind inconclusive.
Screening O=C(O)CCc1ccc(NCc2cccc(Oc3ccccc3)c2)cc1 returned Anesthetic bind 4%.
COc1ccc(NS(=O)(=O)c2ccc(I)cc2)cc1N1CCN(C)CC1 was read as Anesthetic bind -2%.
For C=CCc1cccc(C2C(C)CCC3C(=O)N4C(CCC(C)C4c4cccc(CC=C)c4)C(=O)N32)c1 (configuration not stated) the results were Anesthetic bind -6%[15.3 µM].
CCC1C(=O)CC2CCN3C(=O)CCC1C23 (configuration not stated) was read as Anesthetic bind -3%.
Screening CCCn1c(-c2ccc(F)cc2)nc2c(NCCCCN(CC)CC)nc(C)nc21 returned Anesthetic bind -14%.
CCCC[C@@H]1C[C@H]1C(NC(=O)c1cccnc1)c1ccc(-c2ccccc2)cc1 (some centres not stated) was read as Anesthetic bind -5%.
Screening CCC(C)C(NC(=O)OC(C)(C)C)C(=O)NC1COC2CC(n3cc(F)c(=O)[nH]c3=O)OC12 (configuration not stated) returned Anesthetic bind 2%.
For COc1ccc(C2/C=C\CN([S+](=O)([O-])c3ccc4ccccc4c3)C(C)C(=O)N2Cc2ccc(F)cc2)cc1 (configuration not stated) the results were Anesthetic bind 12%.
COC(=O)c1cc(OC)c(=O)c2c(OC)c(OC)ccc2c1 was read as Anesthetic bind 3%.
Screening O=C(O)[C@H]1CC=C[C@H]2CCN(Cc3ccc(Cl)c(Cl)c3)C(=O)[C@@H]12 returned Anesthetic bind -12%[110 µM].
For CCOc1ccccc1-c1nnc2n1N=C(c1ccccc1OC)CS2 the results were Anesthetic bind -12%.
C/C=C(/C)C(=O)OC1C(OC(C)=O)[C@@]2(CO)C(O)C[C@@]3(C)C(=CCC4[C@@]5(C)CCC(OC6OC(C(=O)O)[C@@H](O[C@@H]7OC(CO)C(O)C(O)C7O)C(O)[C@H]6O[C@@H]6OC(CO)C(O)C(O)C6O)[C@](C)(CO)C5CC[C@@]43C)C2CC1(C)C (some centres not stated) was read as Anesthetic bind -2%.
Cc1ccc2c(c1)C(=O)C1(O)CCN(c3ccccc3)C1=N2 (configuration not stated) was read as Anesthetic bind -16%&-16%.
Screening Cn1c(N)c(C(=O)COC(=O)c2cc(-c3ccccc3)nc3ccccc23)c(=O)n(C)c1=O returned Anesthetic bind -3%.
Screening COc1ccc(-c2ccc(-c3cc(=O)oc4cc(OC)c(OC)c(OC)c34)cc2)cc1OC returned Anesthetic bind -21%.
Screening C#CCCCCCCCCCCCC(O)CC(O)COC(C)=O (configuration not stated) returned Anesthetic bind -15%.
CCCNC(=O)OC[C@@H]1O[C@H](CCO/N=C(\C)CCC(=O)OC[C@@H]2O[C@H](c3ccccc3)C=C[C@@H]2Oc2ccc(OC)cc2)C=C[C@@H]1Oc1ccc(OC)cc1 was read as Anesthetic bind -5%[15.3 µM].
For O=C1[C@H]2[C@H]3[C@H](O)[C@H](O)C/C(=N/OC[C@@H](O)COCc4ccco4)[C@H]3CC[C@@H]2C(=O)N1Cc1ccc2c(c1)OCO2 the results were Anesthetic bind 2%[15.3 µM].
For C=C(C)C(=O)OCC1CN2C(CCC(C)C2c2ccc(Br)cc2)C(=O)O1 (configuration not stated) the results were Anesthetic bind -12%&-5%&-6%[15.3 µM].
COc1ccc(C2CC(c3ccccc3)Oc3ccc(OC)cc32)cc1 (configuration not stated) was read as Anesthetic bind 147%&100%[activator].
Screening COc1ccc(C2CC(=O)c3ccc(OC)cc3O2)cc1 (configuration not stated) returned Anesthetic bind -6%.

Of the compounds above, these have an NH in an aromatic ring:
N#Cc1cc2c(OCC(O)CN3CCN(C(c4ccccc4)c4ccccc4)CC3)cccc2[nH]1 (configuration not stated) was read as Anesthetic bind 0%&4%.
`CC1(C)OC2C(CO)OC(n3cnc4c(=O)[nH]cnc43)C2O1` (configuration not stated) gave Anesthetic bind -1%.
Screening CSCC[C@H](NC(=O)[C@H](CC(C)C)NC(=O)CNC(=O)[C@@H]1CCCN1C(=O)[C@H](Cc1ccccc1)NC(=O)[C@H](Cc1ccccc1)NC(=O)[C@H](CC(=O)O)NC(=O)[C@H](Cc1cnc[nH]1)NC(=O)[C@H](CCSC)NC(=O)[C@@H](N)CC(=O)O)C(N)=O returned Anesthetic bind -2%.
For Cc1cn(C2CC3OCC(NC(=O)C4CCCN4C(=O)OC(C)(C)C)C3O2)c(=O)[nH]c1=O (configuration not stated) the results were Anesthetic bind 0%.
`O=c1cc(-c2cccc(F)c2)[nH]c2ccc(Cl)cc12` gave Anesthetic bind -7%[163 µM].
Screening CCC(C)C(NC(=O)OC(C)(C)C)C(=O)NC1COC2CC(n3cc(F)c(=O)[nH]c3=O)OC12 (configuration not stated) returned Anesthetic bind 2%.

Continued.
For CCOC(=O)N/N=C1/C[C@@H](O)[C@@H](O)[C@@H]2[C@@H]3C(=O)N(C4CCCCC4)C(=O)[C@H]3CC[C@@H]12 the results were Anesthetic bind -5%[15.3 µM].
Screening CC(C)(C)NC[C@@H](O)COc1ccccc1C1CCCC1 returned Anesthetic bind -1%[29.3 µM].
`COC1=C2C[C@@H](C)C[C@H](OC)[C@H](O)[C@@H](C)/C=C(\C)[C@H](OC(N)=O)[C@@H](OC)/C=C\C=C(/C)C(=O)NC(=CC1=O)C2=O` gave Anesthetic bind 0%.
CC[C@@]1([C@@H]2O[C@@H]([C@H]3O[C@@](O)(CO)[C@H](C)C[C@@H]3C)C[C@@H]2C)CC[C@H]([C@]2(C)CC[C@]3(C[C@H](O)[C@@H](C)[C@@H]([C@@H](C)[C@@H](OC)C(C)C(=O)O)O3)O2)O1 (some centres not stated) was read as Anesthetic bind -4%.
`Cc1ccc(-c2c(C3C4C=CCC(C)C4C(=O)N3Cc3ccccc3)ccc3ccccc23)cc1` (configuration not stated) gave Anesthetic bind 33%[activator].
C=C1C([C@@]2(C)C(OC(C)=O)CC(=O)O[C@@](C)(COC(C)=O)C2CC(=O)OC)C(OC=O)C(OC(=O)C(O)C(C)CC)[C@]2(C)C(c3ccoc3)CC(=O)C12O (some centres not stated) was read as Anesthetic bind -9%.
For COC(=O)[C@@H]1CC[C@H](C)[C@@H](c2ccc(C)cc2)N1C(=O)c1ccc(/C=N\O[C@@H](C)CN2CCCc3nc(C)c(C)cc32)cc1 the results were Anesthetic bind 10%[15.3 µM].
`COc1cc(C(CCN2CCCC2)c2c(OC)cc(OC)c3c2OC(=O)CC3c2ccc(N(C)C)cc2)cc(OC)c1OC` (configuration not stated) gave Anesthetic bind -18%.
Screening CO[C@@H]1C[C@H](O[C@H]2[C@@H](C)[C@H](O[C@@H]3O[C@@H](C)C[C@@H](N(C)C)[C@@H]3OC(C)=O)[C@H](C)C[C@]3(CO3)C(=O)[C@H](C)[C@H](OC(C)=O)[C@H](C)[C@H](C)OC(=O)[C@@H]2C)O[C@H](C)[C@@H]1OC(C)=O returned Anesthetic bind -10%[29.3 µM].
`CC[C@H](C)[C@H](NC(=O)[C@H](CO)NC(=O)[C@H](C)NC(=O)[C@H](C)NC(=O)[C@H](CCC(N)=O)NC(=O)[C@H](CCCCN)NC(=O)[C@H](CCCN=C(N)N)NC(=O)[C@@H](N)CS)C(=O)N[C@@H](CCCCN)C(=O)N[C@H](C(=O)N[C@@H](C)C(=O)N[C@H](C(=O)N[C@@H](CO)C(=O)O)C(C)C)C(C)C` gave Anesthetic bind -5%.
`COc1cccc(COCCN2CCN(S(=O)(=O)c3ccccc3)CCC2=O)c1` gave Anesthetic bind -3%.
`CC(C)[C@@H](OCc1ccccc1)[C@H](C)/C=N\OC[C@@H](O)[C@@H]1O[C@@H]2OC(C)(C)O[C@@H]2[C@H]1O` gave Anesthetic bind -2%[15.3 µM].
Screening CCCNC(=O)OC[C@@H]1O[C@H](CCO/N=C\c2ccc(C(=O)N3[C@H](c4ccc(C)cc4)[C@@H](C)CC[C@H]3C(=O)OC)cc2)C=C[C@@H]1Oc1ccc(OC)cc1 returned Anesthetic bind -3%[15.3 µM].
Screening O=C(NCC1CC1)C1(C(F)(F)F)CC(CCc2ccccc2)CCCO1 (configuration not stated) returned Anesthetic bind -5%.
For CC(=O)N[C@H](c1ccccc1)[C@@]1(C)C[C@@H]1[C@@H](C)C(=O)Nc1ccc2ccccc2c1 the results were Anesthetic bind -7%.
